# Bioassay records from PubChem BioAssay.
# Gli-Sufu antag = blocks Gli-Sufu signaling in a luciferase reporter; inhibition, % at 5 µM; 340,000 compounds, 0.74% hits; Sufu-KO-LIGHT fibroblasts, Gli luciferase reporter luminescence;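 active = inhibition above about 55%, limit read from the data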;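 note: 0% = DMSO-treated cells and 100% = wells with medium but no cells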
# Jurkat NFkB inh = lowers PMA/ionomycin-induced NF-kB signal in Jurkat cells | PMA/ionomycin-induced NF-kB luciferase reporter, luminescence | inhibition, % at 4 µM | 330,000 compounds, 0.53% hits | AID 435003
# UBC13 polyUb = blocks human UBC13 polyubiquitin chain formation; inhibition, % at 20 µM; P61088; 330,000 compounds, 0.47% hits; AID 485273; TR-FRET; in the data active = inhibition above about 45%, passing the limit was not always enough; inconclusive = no clear call, values can overlap the other calls
# Target sequence (P61088 whole entry, looked up): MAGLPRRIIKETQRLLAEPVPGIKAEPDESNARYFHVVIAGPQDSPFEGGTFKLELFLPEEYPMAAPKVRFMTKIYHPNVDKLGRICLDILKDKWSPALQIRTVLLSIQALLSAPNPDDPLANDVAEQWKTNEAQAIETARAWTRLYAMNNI
# SENP8 inh = blocks the human protease SENP8. inhibition, % at 10 µM. Q96LD8. purified SENP8, Z-RLRGG-aminoluciferin cleavage, luminescence. 330,000 compounds, 1.2% hits
# HKDC1 inh = inhibitors of human hexokinase HKDC1 | Q2TB90 | recombinant HKDC1, G6PDH/diaphorase resazurin coupled fluorescence | inhibition, % at 20 µM | 340,000 compounds, 0.16% hits;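 active = inhibition above about 35% when tested at 20 µM, limit read from the data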;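 note: plate controls were DMSO wells with enzyme for no effect and DMSO wells lacking enzyme for full effect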
# Target sequence (Q2TB90 whole entry, looked up): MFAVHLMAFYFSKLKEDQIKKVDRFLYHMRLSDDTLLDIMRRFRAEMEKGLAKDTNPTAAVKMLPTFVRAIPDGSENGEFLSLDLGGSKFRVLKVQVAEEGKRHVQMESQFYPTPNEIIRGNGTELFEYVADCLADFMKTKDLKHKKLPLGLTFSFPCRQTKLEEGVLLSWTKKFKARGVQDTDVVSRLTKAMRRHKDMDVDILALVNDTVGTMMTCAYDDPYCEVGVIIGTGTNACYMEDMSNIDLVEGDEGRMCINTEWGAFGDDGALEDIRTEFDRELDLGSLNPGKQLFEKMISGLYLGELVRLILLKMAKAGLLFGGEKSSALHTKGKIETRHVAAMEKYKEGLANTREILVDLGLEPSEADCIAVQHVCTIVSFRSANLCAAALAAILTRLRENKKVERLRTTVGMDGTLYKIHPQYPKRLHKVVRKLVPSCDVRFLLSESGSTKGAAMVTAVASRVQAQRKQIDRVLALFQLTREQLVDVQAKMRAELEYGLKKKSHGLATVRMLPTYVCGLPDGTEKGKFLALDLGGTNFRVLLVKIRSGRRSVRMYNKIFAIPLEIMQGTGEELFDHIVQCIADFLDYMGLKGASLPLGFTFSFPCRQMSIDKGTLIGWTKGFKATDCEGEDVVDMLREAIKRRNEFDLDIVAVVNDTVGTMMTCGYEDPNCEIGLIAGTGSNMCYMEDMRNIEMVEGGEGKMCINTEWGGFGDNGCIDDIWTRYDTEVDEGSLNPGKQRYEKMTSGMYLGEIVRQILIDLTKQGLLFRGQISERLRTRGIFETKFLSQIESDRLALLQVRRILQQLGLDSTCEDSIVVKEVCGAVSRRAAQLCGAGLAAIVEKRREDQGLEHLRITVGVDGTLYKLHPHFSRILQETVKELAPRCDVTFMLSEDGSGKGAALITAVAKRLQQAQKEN
#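 Assay system: recombinant HKDC1 hexokinase; detection: coupled resazurin fluorescence, excitation 525 nm, emission 613 nm; benchmarks: DMSO-plus-enzyme-mix negative control, buffer-substituted positive control; compound dosing: single 20 µM dose; schedule: 90 min at room temperature in dark; also added: glucose plus 1 mM ATP as hexokinase substrates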
# Apaf-1 inh = human Apaf-1 inhibition. O14727. inhibition, % at 20 µM. 330,000 compounds, 0.71% hits. AID 489030. reconstituted apoptosome caspase-3 activity, DEVD-Rh110 fluorescence; active = inhibition of at least 40% at 20 µM;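 note: plate controls were DMSO wells for no effect and DEVD-CHO caspase inhibitor wells for full effect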
#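 System: reconstituted apoptosome with Apaf-1, cytochrome c, caspase-9, procaspase-3, dATP; Signal: Rh110 fluorescence intensity; Schedule: 30 min compound preincubation, 50 min activation, room temperature; Reagent: cytochrome c trigger plus (Z-DEVD)2-Rh110 caspase-3 substrate.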
# 697 NFkB inh = lowers PMA/ionomycin-induced NF-kB signal in 697 B cells; 697 B-cell NF-kB luciferase reporter, 16 h; inhibition, % at 4 µM; 330,000 compounds, 0.33% hits; AID 435022; in the data active = inhibition above about 35%
# SENP7 inh = SENP7 protease inhibition; recombinant SENP7, Z-RLRGG-aminoluciferin luminescence, 40 min; AID 434973; 330,000 compounds, 1.5% hits; inhibition, % at 5 µM;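 active = inhibition above about 50% at the single test dose, limit read from the data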;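 note: plate controls were DMSO with enzyme for no effect and no enzyme buffer wells for full effect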
# * hit, by the source's call; ? = inconclusive. Cut-off read from the data, not from the text of the source, unless noted: active = inhibition above about 50%; inactive = the rest.
# Start of the listing, in advance, 6 compounds:
SMILES,Gli-Sufu antag,Jurkat NFkB inh,UBC13 polyUb,SENP8 inh,HKDC1 inh,Apaf-1 inh,697 NFkB inh,SENP7 inh
C=CCNC(=S)NNC(=O)c1cccn(Cc2ccc(Cl)cc2Cl)c1=O,1,-7,-14,-8,-4,4,9,-5
COc1cccc(NC(=O)Nn2cnnc2)c1,-12,7,-8,-1,3,-6,10,2
COc1ccc2cc(C3CC(c4cccs4)=NN3C(C)=O)c(Cl)nc2c1 (configuration not stated),9,-3,-12,0,-3,2,16,7
Cn1ncc2c(Nc3cccc4ccccc34)ncnc21,-14,-7,7,4,0,-1,-2,-3
Cc1ccc(-c2ccccc2NC(=O)CCl)o1,2,1,6,-12,-1,1,15,10
O=C1OC(/C(=C\Nc2cc(Cl)ccc2O)[N+](=O)[O-])c2ccccc21 (configuration not stated),11,7,-76,-4,28,17,-32,-8

# The listing, from the first entry:
SMILES,Gli-Sufu antag,Jurkat NFkB inh,UBC13 polyUb,SENP8 inh,HKDC1 inh,Apaf-1 inh,697 NFkB inh,SENP7 inh
C=CCNC(=S)NNC(=O)c1cccn(Cc2ccc(Cl)cc2Cl)c1=O,1,-7,-14,-8,-4,4,9,-5
COc1cccc(NC(=O)Nn2cnnc2)c1,-12,7,-8,-1,3,-6,10,2
COc1ccc2cc(C3CC(c4cccs4)=NN3C(C)=O)c(Cl)nc2c1 (configuration not stated),9,-3,-12,0,-3,2,16,7
Cn1ncc2c(Nc3cccc4ccccc34)ncnc21,-14,-7,7,4,0,-1,-2,-3
Cc1ccc(-c2ccccc2NC(=O)CCl)o1,2,1,6,-12,-1,1,15,10
O=C1OC(/C(=C\Nc2cc(Cl)ccc2O)[N+](=O)[O-])c2ccccc21 (configuration not stated),11,7,-76,-4,28,17,-32,-8
Cc1nn(-c2ccccc2)c(C)c1N,-4,16,10,-6,-6,-10,16,0
Cc1ccc(S(=O)(=O)NC2CC3CCC2C3)cc1 (configuration not stated),6,7,1,4,-2,-4,17,-5
COc1ccc(-c2csc3nc(-c4cccnc4)nc(Cl)c23)cc1OC,15,19,5,9,-2,20,-14,14
O=C(CCCc1ccccc1)Nc1ccccn1,-17,-27,1,-4,-9,0,-2,1
CN=c1scc(-c2ccco2)n1/N=C/c1ccc(O)c(O)c1,28,10,-11,56*,0,12,-157,8
CCS(=O)(=O)Nc1ccc(C2=NN(C(=O)c3ccco3)C(c3ccc(C)cc3)C2)cc1 (configuration not stated),-2,1,14,0,1,24,18,2
O=C(COn1nnc2ccc(S(=O)(=O)N3CCOCC3)cc21)Nc1c(F)c(F)c(F)c(F)c1F,-7,-8,4,-1,-6,1,33,0
COc1ccc(CCC(=O)N2CCCC(Nc3ccc(C)c(C)c3)C2)cc1OC (configuration not stated),-2,-6,-2,5,2,7,-3,0
COc1ccc(NS(=O)(=O)c2cc(C)ccc2NC(=O)c2cc(C)oc2C)cc1,-3,41,6,-2,11,19,-14,0
COc1ccc(C(=O)OCC(=O)NC(C)CCc2ccccc2)cc1 (configuration not stated),-3,-10,-2,-15,0,4,-3,-9
CC(C)OCCCn1c(SCC(=O)N2CCc3ccccc32)nc2ccccc2c1=O,2,-24,-5,-7,-6,8,-19,-5
Cc1c(C(=O)N/N=C/C(C)C)[nH]c2c([N+](=O)[O-])cccc12,-13,5,-8,-14,-5,0,6,-13
CCC(=O)c1ccccc1OCCN1CCN(CC)CC1,7,-1,8,-1,0,-4,-5,-10
COc1ccc(-c2ccc(SCC(=O)NC3CCCCC3)nn2)cc1OC,-39,-19,-4,-9,-1,6,-15,-14
CCOc1ccc(/C(O)=C2/C(=O)C(=O)N(CC3CCCO3)C2c2cccs2)cc1 (configuration not stated),-7,2,2,2,-7,2,7,0
COc1ccccc1N1CCN(C(=O)c2nn(C)c3c2CS(=O)(=O)c2ccccc2-3)CC1,9,-1,-3,5,-3,-5,18,2
COc1ccc(C(C)(C)C)cc1NC(=O)COC(=O)c1nc2nccc(C)n2n1,-17,2,-4,-1,-1,9,-3,6
CC1Cc2ccccc2N1C(=O)CSc1nn2c(=O)c(C(C)(C)C)nnc2s1 (configuration not stated),8,5,-6,-6,-8,5,-3,-5
CN(C)c1ccc(C(CNC(=O)COc2ccc(Cl)cc2)N2CCCC2)cc1 (configuration not stated),31,-4,6,-8,-6,11,-22,-11
# (next part)
SMILES,Gli-Sufu antag,Jurkat NFkB inh,UBC13 polyUb,SENP8 inh,HKDC1 inh,Apaf-1 inh,697 NFkB inh,SENP7 inh
CN(C)c1ccc(C=Nc2ccc(N(C)C)cc2)cc1,-32,-84,-27,-16,7,39,-116,23
COC(=O)c1c(NC(=O)C(C)(C)C)sc2c1C(C(=O)OC)CC2 (configuration not stated),3,-15,4,0,0,2,8,0
COc1ccccc1-c1nnc(NC(=O)c2ccc(S(=O)(=O)N3CCCC3)cc2)o1,2,8,-14,-7,-1,8,7,2
O=C(O)C1CC=CCC1C(=O)Nc1ccccc1Cl (configuration not stated),-8,6,3,1,-2,7,6,12
COc1cc(Cl)cc(C=O)c1OCC(=O)O,1,-29,-4,-6,12,-7,-23,-10
CNC(=O)Cn1nc(-c2ccc(Cl)cc2)c2ccccc2c1=O,2,-16,-7,-8,-5,8,4,-9
CCOC(=O)c1c(/N=C/C2C(=O)CC(C)(C)CC2=O)sc2c1CCCC2,6,1,5,3,-3,1,8,0
O=C(Nc1ccccc1N1CCCC1)c1ccccc1F,4,-5,0,-2,-1,7,2,3
c1ccc(CNc2ncnc3c2cnn3-c2ccccc2)cc1,-56,26,4,1,-5,6,-103,5
Cc1ccc(S(=O)(=O)c2ccc(Cl)cc2)cc1S(=O)(=O)N1CCOCC1,16,11,-4,-9,-4,2,-22,-1
COc1ccc(Nc2ncccc2C(=O)NCc2ccccc2)cc1,13,14,17,-1,3,-9,-1,-3
Cc1cc(C)n(C(=O)C(C)N2C(=O)c3ccccc3C2=O)n1 (configuration not stated),1,4,12,0,-18,-12,1,9
COC(=O)c1sc2ccccc2c1NC(=O)c1ccc(S(=O)(=O)N2CCCCC2)cc1,-4,5,?,-10,-1,2,-40,-9
COc1ccc(C(=O)Nc2nncs2)cc1S(=O)(=O)N1CC(c2ccccc2)CC1=O (configuration not stated),6,4,-3,-3,1,2,-3,12
CC(C)CNC(=O)c1c(F)c(F)c(F)c(F)c1F,-3,26,6,1,-4,-54,11,0
CC(C)CC(=O)N1CCN(Cc2ccc3ccccc3c2)CC1,3,-4,-9,-8,-7,-2,-15,-11
CCOc1ccc(CN(C)C(=O)c2cccnc2SC)cc1OC,11,3,9,3,-6,-7,7,-2
Cc1cc(C)c(C#N)c(SC(F)F)n1,22,2,-3,-1,0,7,-16,1
CN1C(=O)CC(c2ccccc2)C1=O (configuration not stated),1,-6,-1,1,-8,-6,10,9
Cc1ccc(NNC(=O)c2cc(C(C)(C)C)nn2Cc2ccccc2)cc1,-2,26,-6,13,1,5,19,8
O=C(Cn1cnc2c(cnn2-c2ccc(F)cc2)c1=O)NCC1CCCO1 (configuration not stated),32,11,3,1,-7,-8,22,-3
O=C(CCN1CCN(C/C=C/c2ccccc2)CC1)Nc1ccccc1F,-4,20,-1,8,-4,7,-18,1
COc1ccc(NC(=O)CN(C)C(=O)c2cc(-c3ccncc3)nc3ccccc23)cc1,-16,0,1,0,-5,36,-7,5
COc1ccc(C2C3=C(CCCC3=O)Nc3nc(SCc4ccc(C(=O)O)cc4)nn32)cc1OC (configuration not stated),3,-1,1,-8,-3,2,7,8
CC(C)(C)c1ccccc1OCCOCCNCc1ccccc1,8,7,19,1,-5,1,-9,7
# More records follow.
SMILES,Gli-Sufu antag,Jurkat NFkB inh,UBC13 polyUb,SENP8 inh,HKDC1 inh,Apaf-1 inh,697 NFkB inh,SENP7 inh
Cn1cnnc1SCC(=O)Nc1c(F)cc(F)cc1Br,2,-1,-2,15,-6,0,-6,-1
N#C/C(=C(/O)COc1ccccc1)c1nnc2n1CCCCC2,-3,6,0,1,-4,3,5,4
CCCCn1c(SCC(=O)c2cc(OC)ccc2OC)nc2cc(S(N)(=O)=O)ccc21,-1,-4,3,5,6,29,1,4
Cc1ccc(-c2nc(C(=O)NCCCN(C)C)cc3c2[nH]c2ccccc23)cc1,7,-36,23,-3,-1,11,6,-3
O=C(NNC(=S)NC(=O)c1ccccc1[N+](=O)[O-])c1ccccc1,-4,2,0,1,0,-3,-15,-4
O=C(C[N+]1(CC#Cc2ccccc2)CCOCC1)c1ccccc1,0,6,-9,0,6,2,8,3
O=C(c1ccco1)N1CCN(S(=O)(=O)c2ccc(Br)s2)CC1,6,4,-8,-1,-6,3,12,-2
Cc1ccc(C(=O)c2c(NC(=O)c3cccnc3)sc3c2CCCC3)cc1,2,-8,13,-2,-4,16,-1,-6
CCOc1ccc(OCCC(=O)N(CC)CC(=O)Nc2ccccc2C(F)(F)F)cc1,-6,17,-2,-9,-5,9,3,1
COC(=O)c1cccc(NC(=O)c2ccc[n+]([O-])c2)c1,7,12,-4,-12,1,-2,4,-7
Fc1cccc(C2NC(=S)NC3=C2N2CCC3CC2)c1 (configuration not stated),0,2,-3,-2,-8,10,-8,-2
Cc1cc(N2CCC(C(=O)NC3CC3)CC2)nc(-c2ccccc2)n1,3,6,0,7,-3,2,-32,4
O=C(CCN1C(=O)c2ccccc2C1=O)NCc1ccccc1,-3,6,7,-1,-1,-3,7,7
C=CCn1c(C)cc(C(=O)CSc2nnc3c(Cl)cc(Cl)cn23)c1C,-3,7,3,5,4,-6,14,3
COc1ccc(S(=O)(=O)NCCc2ccncc2)cc1,-1,-9,-1,-13,-4,-1,-6,-14
Cc1ccnc(NC(=O)Cc2ccc(-c3ccccc3)cc2)c1,-194,12,9,-10,-1,5,-78,-2
O=C(CSCc1c(F)cccc1Cl)NCC1CCCO1 (configuration not stated),-2,-4,-1,-10,-4,0,14,-8
O=C(O)/C=C/C(=O)Nc1nc(-c2ccc3ccccc3c2)cs1,-2,15,8,0,5,-12,6,-5
C/C(=N\NC(=O)Cc1c(F)cccc1Cl)c1cccnc1,2,14,-3,-2,-1,-5,-12,-4
Cc1ccc(NC(=O)c2cc(S(=O)(=O)NCCC3=CCCCC3)ccc2F)cc1,7,13,8,-2,22,11,-13,-6
Cc1ncc(CO)c(/C=N/NC(=S)Nc2ccc(F)cc2)c1O,-6,4,43,-1,-25,-4,6,4
O=C(c1cccc(Br)c1)c1cn(-c2ccccc2)nc1C(=O)c1ccccc1,-13,3,4,5,-4,1,21,-1
CN(C)c1ccc2nsnc2c1[N+](=O)[O-],2,19,-36,2,-1,0,-2,-2
COc1ccc(NC(=O)c2ccccc2Oc2ccccc2)cc1,6,9,3,-3,-6,6,8,-3
CCSc1nnc(NC(=O)Nc2cccc(C)c2)s1,4,-27,-4,-4,2,7,-39,3
# The list goes on:
SMILES,Gli-Sufu antag,Jurkat NFkB inh,UBC13 polyUb,SENP8 inh,HKDC1 inh,Apaf-1 inh,697 NFkB inh,SENP7 inh
COc1ccc(NC(=O)CSc2nc3nc(-c4cccs4)cc(C(F)(F)F)c3c(=O)[nH]2)c(OC)c1,-7,-3,-10,1,7,17,8,-3
Cc1cccc(N2CCN(C(=O)COc3ccc4c(C)cc(=O)oc4c3C)CC2)c1C,-12,14,3,-7,1,17,-20,-2
COCCNC(=S)NN=C1CCCCC1,0,-2,-8,7,2,-3,-7,7
CCOc1ccc(CNc2nc3ccccc3n2C)cc1,-29,-88,-2,56*,-1,5,-59,69*
C=CCN(c1ccccc1)S(=O)(=O)c1ccc(Cl)c(C(=O)OCC(=O)NCCCN2CCCC2=O)c1,0,-19,-9,-9,-3,15,9,7
Cc1nc2ccc(NC(=O)C3CCCCC3)cc2s1,-11,-21,-9,-6,1,13,-24,-8
S=C(NCCc1ccccc1)N1CCN(C(=S)NCCc2ccccc2)CC1,1,-12,-6,-3,-7,-2,-4,-12
